Source: PubChem BioAssay (Broad Institute)
CFTR F508del cor = CFTR F508del correction in bronchial cells; activity (quench increase), % at 7.58 µM; actives 0.36% (n = 350,000); CFBE cells, YFP halide quenching; stimulated with forskolin plus potentiator P3; % fluorescence drop versus neutral controls; AID 720511;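 active = mean added fluorescence quench of at least 8% versus neutral control, with both replicates also reaching 8%; inconclusive = only one of the mean or replicate conditions met; inactive = mean below 8% and not both replicates reaching 8%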;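 also: cells transiently co-express mutant CFTR-F508del with the halide-sensitive YFP; corrector assay measuring rescue of mutant channel to the surface after 24 h compound exposure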
PAX8 reporter = lowers PAX8-driven luciferase in RMG-I cells | RMG-I TPO-luciferase reporter, SteadyGlo, 24 h | inhibition, % at 12.6 µM | actives 1.2% (n = 360,000) | AID 652154;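 active = mean replicate inhibition at least 60% with every replicate also reaching 60%; inconclusive = only one of the two criteria is met; inactive = mean below 60% and not all replicates reaching 60%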;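 also: luciferase light reporting Pax8 driven TPO promoter activity; plate controls were median of neutral control wells for no effect and mitoxantrone controls for full effect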
ERp5 inh = inhibitors of human ERp5; Q15084; inhibition, % at 9.99 µM; ERp5 insulin aggregation, absorbance 650 nm, 90 min; AID 651711; actives 0.05% (n = 350,000);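 active = mean replicate inhibition above about 25%, with every replicate also reaching it, limit read from the data, passing the limit was not always enough; inconclusive = only one of those two criteria met; inactive = neither criterion met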
Target sequence (Q15084 whole entry, looked up): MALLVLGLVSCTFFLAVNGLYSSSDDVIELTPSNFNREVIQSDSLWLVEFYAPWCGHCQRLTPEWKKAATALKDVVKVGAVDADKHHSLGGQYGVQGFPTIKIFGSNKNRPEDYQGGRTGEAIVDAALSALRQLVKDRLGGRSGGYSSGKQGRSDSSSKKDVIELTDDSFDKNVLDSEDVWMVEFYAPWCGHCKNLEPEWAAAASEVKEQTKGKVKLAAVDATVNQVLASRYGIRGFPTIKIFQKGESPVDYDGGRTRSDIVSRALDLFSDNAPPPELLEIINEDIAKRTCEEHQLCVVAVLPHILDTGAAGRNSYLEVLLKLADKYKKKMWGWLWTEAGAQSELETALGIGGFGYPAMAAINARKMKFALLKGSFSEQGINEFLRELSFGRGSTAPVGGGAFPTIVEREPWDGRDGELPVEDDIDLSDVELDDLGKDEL
DENV2 CPE = inhibitors of DENV2 cytopathic effect | actives 1.7% (n = 350,000) | AID 651640 | DENV2-infected cells, cytopathic effect rescue, plate reader | CPE inhibition, % at 9.99 µM; in the data active = CPE inhibition above about 20%, passing the limit was not always enough; inconclusive = no clear call, values can overlap the other calls; tested in BHK-21 cells;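 also: 0% = median of neutral control wells and 100% = median of positive control wells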
ARNT TACC3 PPI = disruptors of human ARNT/TACC3 interaction; actives 0.66% (n = 390,000); Q9Y6A5; inhibition, % at 9.99 µM; AlphaScreen His-ARNT PAS-B/GST-TACC3 binding, luminescence; TACC3 fragment carries E629A point mutation;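 active = mean inhibition of replicates at least 50% and at least half of replicates each reaching 50%; inconclusive = half or more replicates reach 50% but mean below 50%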;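 also: 0% = complete ARNT plus TACC3 wells and 100% = ARNT alone without TACC3; many hits fall short of the cut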
INS-1E GSIS act = GLuc luminescence reporter in INS-1E cells, primary screen for activators of glucose-dependent secretion of insulin. activation, % at 16.6 µM. actives 0.61% (n = 370,000). INS-1E GLuc reporter insulin secretion, 2-3 h;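 active = lowest replicate activation of at least 40%, so every replicate reaches that level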;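 also: 0% = median of neutral control wells and 100% = median of IBMX positive control wells; some compounds called inactive have numbers as strong as hits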
EWS-Fli block = blocks EWS/Fli oncoprotein-driven transcription; A673 NR0B1-luciferase reporter, viability-normalised; inhibition, % at 12.6 µM; actives 0.67% (n = 350,000); AID 651661;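 active = mean inhibition of at least 50% after viability correction, with every replicate also passing that limit; inconclusive = mean reaches 50% but only one of two replicates passes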;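 also: firefly luciferase signal divided by Alamar Blue viability fluorescence both relative to DMSO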
XiGFP reactiv = activators of X-chromosome reactivation in mouse fibroblasts; XiGFP mouse fibroblasts, % GFP-positive cells imaging, 3 d; cells co-treated with 5-aza-dC sensitizer; scaled so ellipticine positive control = 100%; activation, % at 7.58 µM; actives 0.055% (n = 360,000);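 active = mean normalized replicate activation at least 10% and every replicate at or above 10%; inconclusive = only one of the two criteria met; inactive = mean below 10% and not all replicates reach 10%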;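 also: 0% = median of on-plate neutral control wells and 100% = ellipticine 6 µM median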
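Schedule: 3 d treatment, 15 min room-temperature fixation; system: 68-5-11 XiGFP fibroblast line; buffer or medium: DMEM plus 5-aza-dC sensitizer; control set: ellipticine 6 µM positive control; compound: one concentration, pinned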
An asterisk follows results filed as active; ? = inconclusive; . = no result given; & = joins results of further samples.

SMILES | CFTR F508del cor | PAX8 reporter | ERp5 inh | DENV2 CPE | ARNT TACC3 PPI | INS-1E GSIS act | EWS-Fli block | XiGFP reactiv
COc1cccc(OCC(=O)NCCS(=O)(=O)N2CCN(c3ccccc3)CC2)c1 | 0.4 | 11 | 4 | 8 | . | . | -10 | 0.4
COCC(=O)Nc1nnc(-c2ccc(C(C)(C)C)cc2)s1 | -1.2 | -102 | 12 | . | -10 | -35 | -34 | .
CNC(=O)CCc1[nH]c2ccccc2c1Sc1ccccc1 | . | -1 | 4 | -4 | -1 | -10 | 2 | 0.1
Cc1ccc(CN(C)C(=O)CCc2nc3sc4c(c3c(=O)[nH]2)CCCC4)o1 | -1.8 | 10 | 7 | -2 | 9 | 13 | 12 | 0.2
CCOC(=O)c1[nH]c(C)c(C(=O)OCCOc2cccc(C)c2)c1C | . | -67 | . | . | -3 | 39 | . | -0.1
CC1CCN(C(=O)c2ccc(NC(=O)CC3SC(N4CCCC4)=NC3=O)cc2)CC1 (stereo not drawn) | 3.6 | 6 | 1 | -4 | -4 | -10 | 1 | 0.0
CN[C@H]1C[C@@H](c2ccccc2)N(C(C)=O)C[C@H]1CO | -4.4 | -1 | -1 | 5 | . | 42* | 5 | 0.0
O=C(Nc1cccc(F)c1)N1CCCCN2[C@H](CO)[C@H](c3ccc(C#CC4CC4)cc3)[C@H]2C1 | 3.5 | 0 | -1 | 9 | 9 | -12 | 29 | 0.2
O=C(NCCN1CCCCC1)Nc1cccc(C(F)(F)F)c1 | -1.3 | -5 | -2 | 3 | -14 | 4 | -13 | 0.0
CCCCNc1cc(=O)n(C)c(=O)[nH]1 | -1.5 | -4 | -3 | -12 | . | 28 | 5 | -0.1
COc1cc2c(cc1OC)C(=Cc1ccc(N(C)C)cc1)C=C2 | -0.5 | -178 | -2 | -7 | -10 | . | -54 | 0.2
Cc1ccc(S(=O)(=O)Nc2ccc3c(c2)C(=O)N([C@H](C)CO)C[C@H](C)[C@@H](CN(C)C(=O)Nc2ccc(C(F)(F)F)cc2)OCCCC[C@H](C)O3)cc1 | -0.8 | 41 | 2 | 0 | 15 | 7 | -3 | 0.2
C[C@H]1CN([C@@H](C)CO)C(=O)c2cc(-c3ccc(F)cc3)cnc2O[C@H]1CN(C)C(=O)Cc1ccccc1 | -1.2 | . | -8 | -2 | -2 | -8 | -9 | -0.3
COCc1cc(N2CCNC[C@@H]2C)ccc1N1CCS(=O)(=O)CC1 | 0.1 | -6 | -1 | 11 | . | . | -16 | 0.3
COc1ccc(S(=O)(=O)Nc2ccc3c(c2)CC(=O)N([C@@H](C)CO)C[C@H](C)[C@@H](CN(C)Cc2ccc(Cl)c(Cl)c2)O3)cc1 | 4.0 | -6 | -2 | -8 | 6 | 83 | -19 | -0.3
COc1ccc(S(=O)(=O)N(C)C[C@@H]2Oc3ncccc3C(=O)N([C@H](C)CO)C[C@@H]2C)cc1 | -0.1 | -19 | 0 | 7 | -3 | -7 | -3 | 0.0
C[C@H](CO)N1C[C@H](C)[C@@H](CN(C)Cc2ccccc2)Oc2cc(C3=CCCCC3)ccc2S1(=O)=O | -1.7 | . | . | . | . | 26 | 28 | -0.1
Cc1cc(C)c(C(=O)N2CCCC(Nc3ccc(F)cc3)C2)o1 (stereo not drawn) | 1.5 | -7 | 0 | -5 | 23 | 0 | -5 | 0.0
O=S(=O)(c1ccc2ccccc2c1)N1CCN(c2ccc(O)cc2)CC1 | 1.9 | 6 | -7 | -5 | 4 | -2 | 8 | 0.1
COc1ccccc1OCCC(=O)OCC(=O)c1[nH]c(C)c(C(C)=O)c1C | 0.4 | 15 | -12 | 14 | 13 | 6 | 7 | .

A different layout for part of the listing above:
compound	CFTR F508del cor	PAX8 reporter	ERp5 inh	DENV2 CPE	ARNT TACC3 PPI	INS-1E GSIS act	EWS-Fli block	XiGFP reactiv
CN[C@H]1C[C@@H](c2ccccc2)N(C(C)=O)C[C@H]1CO	-4.4	-1	-1	5	.	42*	5	0.0
O=C(Nc1cccc(F)c1)N1CCCCN2[C@H](CO)[C@H](c3ccc(C#CC4CC4)cc3)[C@H]2C1	3.5	0	-1	9	9	-12	29	0.2
O=C(NCCN1CCCCC1)Nc1cccc(C(F)(F)F)c1	-1.3	-5	-2	3	-14	4	-13	0.0
CCCCNc1cc(=O)n(C)c(=O)[nH]1	-1.5	-4	-3	-12	.	28	5	-0.1
COc1cc2c(cc1OC)C(=Cc1ccc(N(C)C)cc1)C=C2	-0.5	-178	-2	-7	-10	.	-54	0.2
Cc1ccc(S(=O)(=O)Nc2ccc3c(c2)C(=O)N([C@H](C)CO)C[C@H](C)[C@@H](CN(C)C(=O)Nc2ccc(C(F)(F)F)cc2)OCCCC[C@H](C)O3)cc1	-0.8	41	2	0	15	7	-3	0.2
C[C@H]1CN([C@@H](C)CO)C(=O)c2cc(-c3ccc(F)cc3)cnc2O[C@H]1CN(C)C(=O)Cc1ccccc1	-1.2	.	-8	-2	-2	-8	-9	-0.3
COCc1cc(N2CCNC[C@@H]2C)ccc1N1CCS(=O)(=O)CC1	0.1	-6	-1	11	.	.	-16	0.3
COc1ccc(S(=O)(=O)Nc2ccc3c(c2)CC(=O)N([C@@H](C)CO)C[C@H](C)[C@@H](CN(C)Cc2ccc(Cl)c(Cl)c2)O3)cc1	4.0	-6	-2	-8	6	83	-19	-0.3
COc1ccc(S(=O)(=O)N(C)C[C@@H]2Oc3ncccc3C(=O)N([C@H](C)CO)C[C@@H]2C)cc1	-0.1	-19	0	7	-3	-7	-3	0.0
C[C@H](CO)N1C[C@H](C)[C@@H](CN(C)Cc2ccccc2)Oc2cc(C3=CCCCC3)ccc2S1(=O)=O	-1.7	.	.	.	.	26	28	-0.1

More records follow.
SMILES | CFTR F508del cor | PAX8 reporter | ERp5 inh | DENV2 CPE | ARNT TACC3 PPI | INS-1E GSIS act | EWS-Fli block | XiGFP reactiv
CC(C)(C)NC(=O)CN(C(=O)CCC(=O)Nc1nccs1)c1ccc(F)c(Cl)c1 | 0.7 | 26 | -2 | 13 | 2 | 8 | -8 | 0.0
CC(C)NC(=O)Nc1ccc2c(c1)C(=O)N([C@H](C)CO)C[C@@H](C)[C@@H](CN(C)S(=O)(=O)c1cn(C)cn1)O2 | -0.8 | . | -4 | 15 | -2 | -4 | -2 | 0.0
Cc1ccc(S(=O)(=O)NN(Cc2ccccc2)Cc2ccccc2)cc1 | 1.1 | 11 | 0 | 2 | . | 5 | 2 | 0.3
CCCCn1c(N)c(N(CC)C(=O)CN2C(=O)NC(C)(c3ccccc3)C2=O)c(=O)[nH]c1=O (stereo not drawn) | 4.2 | -20 | -16 | -1 | -4 | . | . | -0.1
O=C(NCC(c1cccs1)N1CCOCC1)c1cc(F)cc(F)c1 (stereo not drawn) | 1.8 | 13 | -1 | -7 | . | . | 53* | 0.1
COc1ccc(/C=C(\NC(=O)/C=C/c2ccco2)C(=O)NCCc2nc3ccccc3[nH]2)cc1 | . | 14 | . | . | 10 | -24 | . | 0.3
COc1cc(OC)cc(C(=O)Nn2cc(C(=O)Nc3c(F)cccc3F)c3ccccc3c2=O)c1 | 0.1 | 18 | 4 | 6 | 42 | -1 | 21 | 0.0
COc1cc(C(=O)O)ccc1OCc1ccncc1 | 2.8 | 25 | 3 | 8 | -5 | 10 | 12 | 0.0
COc1cc2sc3cc(NCC[C@@H]4CCCN4C)ccc3c(=O)c2cc1OC | 4.0 | -125 | 5 | ? | 29 | 3 | -65 | 0.0
C[C@@H]1CN([C@H](C)CO)C(=O)c2cccc(N(C)C)c2O[C@@H]1CN(C)S(C)(=O)=O | -0.6 | -5 | 6 | -12 | -7 | -2 | 4 | -1.3
COc1ccc2c3c(n(C)c2c1)[C@@H](CO)N(C(=O)c1ccccn1)CC31CN(C(C)=O)C1 | 0.1 | . | . | 1 | . | 32 | 15 | 0.8
Cc1ccc([C@@H]2[C@@H]3C(=O)N(c4ccccc4)C(=O)[C@@H]3[C@]3(C)C(=O)N(CC4CC4)CC(=O)N23)o1 | 0.4 | 5 | 3 | 50* | -2 | . | -12 | 0.0
CCOC(=O)C1CCN(C(=O)C(C)Oc2ccc(Br)cc2)CC1 (stereo not drawn) | 1.5 | -6 | 17 | -1 | -14 | 16 | 1 | 0.0
COc1ccc(N(C(=O)c2ccc(C)cc2)S(=O)(=O)c2cccs2)cc1 | . | 15 | 3 | . | -3 | 10 | 6 | 0.4
Nc1nnc(SCc2cn3cc(Cl)ccc3n2)s1 | 1.6 | -108 | 2 | 6 | -3 | 5 | -85 | 0.3
Nc1ccc(C(=O)Nc2ccc3nc(-c4ccncc4)[nH]c3c2)cc1 | -0.3 | 59 | 1 | -3 | 20 | 6 | -7 | -0.1
CC1(C)Cc2c(c(-c3ccco3)nc3sc4c(NCC5CCCO5)ncnc4c23)CO1 (stereo not drawn) | . | -14 | . | . | -4 | 38 | . | 0.0
C=C1CCN([C@H](C(=O)NCc2ccc(Cl)cc2)C(C)C)S(=O)(=O)c2ccccc21 | 0.9 | 5 | 0 | 4 | -2 | -30 | 7 | 0.3
CC1(C)Cc2nc(-c3ccccc3)nc(NNC(=O)c3ccco3)c2CO1 | -2.7 | -1 | 4 | -5 | -10 | 4 | 24 | -0.1
O=C(C[C@H]1CC[C@@H]2[C@H](COC[C@@H](O)CN2C(=O)Nc2ccc(Cl)c(Cl)c2)O1)NCc1ccncc1 | 0.3 | -6 | 0 | -1 | 9 | -21 | -4 | -0.1
C[C@@H]1CCCCO[C@H](CN(C)C(=O)Nc2ccc(F)cc2)[C@H](C)CN([C@H](C)CO)C(=O)c2cc(NC(=O)c3ccccc3)ccc2O1 | -4.3 | -6 | 4 | 1 | 3 | -12 | 12 | -0.4
Cc1ccc(NCC(O)Cn2cnc3c2c(=O)n(C)c(=O)n3C)cc1 (stereo not drawn) | 0.8 | -4 | 0 | 0 | 13 | 21 | 10 | 0.1
Cn1cnc2nc[nH]c2c1=O | -0.7 | . | 1 | -10 | -4 | 3 | -5 | .
C[C@@H]1CN([C@@H](C)CO)C(=O)c2cccc(NS(C)(=O)=O)c2O[C@H]1CN(C)CC1CCCCC1 | 1.6&-2.1 | -23&-7 | 4&-1 | 7&-10 | 3&-2 | 10&6 | 4&10 | 0.2&0.0
Cc1ccc(C(=O)NCCNC(=O)c2ccco2)cc1C | 0.7 | -13 | 1 | 1 | -5 | 13 | -11 | 0.0
C[C@H]1CN([C@@H](C)CO)C(=O)c2cc(NC(=O)Cc3cn(C)c4ccccc34)ccc2O[C@H]1CN(C)C(=O)NC1CCCCC1 | 1.2 | 14 | -1 | ? | -2 | -30 | -3 | -0.8
CO/N=C\CC(=O)Nc1ccc(Cl)cc1Cl | 11* | 16 | 0 | 3 | -7 | -8 | 20 | 0.3
O=C(Nc1ccc(S(=O)(=O)NC2CCCCC2)cc1)c1ccc(Br)o1 | 2.3 | . | 4 | -4 | -1 | -42 | 16 | .

Compounds as they come. About 4.2% of those tested had a hit in this group.
